Compound activity deposited in PubChem BioAssay by National Center for Advancing Translational Sciences (NCATS).
TrxR1 substrate = is turned over as a substrate by rat TrxR1. purified TrxR1 substrate turnover, NADPH consumption readout. Potency, µM (series often up to 114 µM), without a hit: top-dose activity change, negative = substrate turnover. 0.01% of 390,000 active. AID 588456; note: potency is the fitted concentration of half-maximal effect; % is set by controls: 0 for no effect and ±100 for the full control effect; nearly all actives have a fitted effect of over 50% in size
Target sequence (O89049 whole entry, looked up): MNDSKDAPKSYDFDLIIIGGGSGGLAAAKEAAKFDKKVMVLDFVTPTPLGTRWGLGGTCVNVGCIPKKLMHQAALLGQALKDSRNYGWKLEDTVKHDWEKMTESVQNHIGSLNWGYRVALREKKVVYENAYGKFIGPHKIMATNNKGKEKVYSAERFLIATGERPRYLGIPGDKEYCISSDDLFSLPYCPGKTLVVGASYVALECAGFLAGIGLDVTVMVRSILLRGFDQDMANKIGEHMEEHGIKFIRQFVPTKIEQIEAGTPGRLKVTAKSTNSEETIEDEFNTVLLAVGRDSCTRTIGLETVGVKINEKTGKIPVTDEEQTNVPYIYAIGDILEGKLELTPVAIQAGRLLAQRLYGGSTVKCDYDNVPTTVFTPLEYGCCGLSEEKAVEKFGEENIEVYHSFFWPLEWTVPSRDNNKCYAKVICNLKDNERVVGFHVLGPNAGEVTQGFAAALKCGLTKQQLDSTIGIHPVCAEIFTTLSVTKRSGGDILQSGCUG
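Rat TrxR1, dispensed at 90 nM, was prereduced with 400 uM NADPH (final) for 5 min at ~22 deg C, then incubated with compound 15 min before 400 uM selenite. A first-read NADPH fluorescence drop versus no-compound background flagged substrates.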
PI4K2A inh = blocks human PI4K2A kinase activity. Q9BTU6. purified PI4K2A, ADP-Glo luminescence, 1 h; stronger effect = lower value. activity change, negative = inhibition, % at 76.9 µM. 0.13% of 420,000 active. AID 1346378; in the data active = activity change below about -50%; inconclusive = mostly about -30% to -49%;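 note: -100% = wells without enzyme as full effect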
Target sequence (Q9BTU6 whole entry, looked up): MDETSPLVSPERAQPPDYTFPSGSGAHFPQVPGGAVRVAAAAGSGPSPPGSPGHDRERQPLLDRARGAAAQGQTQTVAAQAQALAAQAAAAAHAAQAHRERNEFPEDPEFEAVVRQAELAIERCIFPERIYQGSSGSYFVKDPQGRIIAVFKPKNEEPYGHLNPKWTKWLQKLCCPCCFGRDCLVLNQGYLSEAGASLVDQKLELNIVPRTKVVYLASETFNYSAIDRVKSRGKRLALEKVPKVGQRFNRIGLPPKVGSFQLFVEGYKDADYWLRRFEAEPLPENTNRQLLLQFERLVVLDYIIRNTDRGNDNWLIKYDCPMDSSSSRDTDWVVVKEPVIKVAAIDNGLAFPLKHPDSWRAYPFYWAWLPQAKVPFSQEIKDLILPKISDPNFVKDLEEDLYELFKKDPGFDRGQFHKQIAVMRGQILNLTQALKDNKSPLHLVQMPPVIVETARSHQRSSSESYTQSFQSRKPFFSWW
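ADP-Glo luminescence measured ADP generated by PI4K2A enzyme (4 ug/mL before mixing) with 1.2 mM PI substrate (pre-mix) and 300 microM ATP (pre-mix). Tris pH7.5 buffer with MgCl2, Triton X-100; 1 h reaction at ambient temperature.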
D2 ag = D2 dopamine receptor (human) agonism; HEK293 T-REx D2 cells, calcium flux agonist mode; activation, % at 2 µM; 0.53% of 340,000 active; AID 485358;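 active = activation over 3 SD above normal in the single-dose calcium agonist read, cut at about 30% in these data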; note: 0% is about no effect
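HEK293 Trex D2 cells, tetracycline-induced, o/n 30 C 5% CO2; no-wash Ca dye, RT 30–90 min; 10-cycle baseline, 23 nl cpd added, kinetic Ca read 180 s; agonist hits = positive Ca response.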
TRHR enhancer = allosterically enhances the human TRH receptor; TRHR cells, fluo-8 calcium fluorescence, EC20 TRH enhancement; enhancement, % at 2 µM; 0.66% of 360,000 active; in the data active = enhancement above about 30%; note: 0% is about no effect
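Enhancer read-out: after compound pinning and an initial kinetic agonist-mode read, an EC20 of TRH (10 nM final) was injected and fluo-8 calcium signal (Ex 480/Em 530) followed at 1 s/cycle for 100 cycles in TRHR-expressing cells.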
rTrxR1 inhibitor = rat TrxR1 inhibition; O89049; recombinant rTrxR1, NADPH fluorescence consumption, selenite substrate; Potency, µM (doses to about 114 µM), without a hit: top-dose activity change, negative = inhibition, actives largely listed as inhibitors; 1% of 390,000 active; AID 588453; note: potency is the fitted concentration of half-maximal effect; % is set by controls: 0 for no effect and ±100 for the full control effect; nearly all actives have a fitted effect of over 65% in size
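Rat TrxR1 (90 nM in the dispensed reagent) was pre-reduced with 400 uM NADPH for 5 min at room temperature, then incubated with compound for 15 min. After 400 uM selenite was added, NADPH fluorescence (Ex 340/Em 450 nm) was followed for 8 min.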
D2 antag = antagonizes the human D2 dopamine receptor; AID 485344; P14416; inhibition, % at 10 µM; HEK293 TREx D2 cells, calcium flux, dopamine EC80; 2% of 340,000 active; in the data active = inhibition above about 30%; note: 0% is about no effect
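Tetracycline-induced HEK293 T-REx cells expressing D2 force-coupled to calcium signalling were dye-loaded, exposed to compound for 180 s, then challenged with an EC80 of dopamine; calcium flux was followed kinetically for a further 180 s.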
USP1 inh = blocks the human USP1/UAF1 deubiquitinase complex | AID 743255 | recombinant USP1/UAF1, Ub-Rhodamine cleavage fluorescence | O94782 | 0.23% of 390,000 active | Potency, µM (series often up to 57.1 µM), for the others: at the top dose activity change, negative = inhibition, usual class: inhibitors; note: potency is the fitted concentration of half-maximal effect; % is set by controls: 0 for no effect and ±100 for the full control effect; nearly all actives have a fitted effect of over 60% in size; inactives centre near -12
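In this screen, compounds sit with the deubiquitinase complex (1nM) for 15 min at room temperature before Ub-Rho is added at 150nM final. Fluorescence rise is then followed for 6 reads every 60 seconds.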
mIDH1 inhibitor = inhibitors of human mutant IDH1 R132H; O75874; IDH1-R132H enzyme, NADPH consumption, diaphorase/resazurin fluorescence; Potency, µM (series often up to 76.6 µM), inactives show at the highest dose activity change, negative = inhibition, hits mostly inhibitors; 0.093% of 390,000 active; note: potency is the fitted concentration of half-maximal effect; % is set by controls: 0 for no effect and ±100 for the full control effect; nearly all actives have a fitted effect of over 65% in size
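IDH1-R132H (0.5 ug/mL) preincubated 30 min with compound, then NADPH (0.016 mM) and alpha-KG (2 mM) added; 80 min at RT, pH 7.5. Remaining NADPH coupled via diaphorase/resazurin to fluorescence (540/590 nm); concentration-response curves normalized to no-enzyme control.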
TRHR ag = activates the human TRH receptor. P34981. activation, % at 2 µM. 0.18% of 360,000 active. TRHR cells, calcium flux fluo-8, FDSS agonist mode; in the data active = activation above about 30%; note: 0% is about no effect
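In this calcium-flux screen, cells bearing human TRHR are dye-loaded with fluo-8, baselined for 10 cycles, then exposed to library compounds; positive kinetic calcium responses during the agonist phase mark hits, with TRH as control.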
* marks the source's active call; other numbers are inactive results; u = inconclusive; x = not tested or not shown; [ ] = another dose, or the depositor's remark. Unless noted, calls come from the whole dose curve; as a rule, active = well fitted inhibition curve with a large enough effect; inconclusive = small, poorly fitted or top-dose-only effect; inactive = no such curve, though single readings can be large or run the other way.

Preview:
SMILES	TrxR1 substrate	PI4K2A inh	D2 ag	TRHR enhancer	rTrxR1 inhibitor	D2 antag	USP1 inh	mIDH1 inhibitor	TRHR ag
O=C(Cn1nnc(-c2ccccc2)n1)N/N=C/c1ccc(-c2ccc(Cl)cc2)o1	41%	0	1.2	-11	8%[57.1 µM]	3	-18%	-6%	0.9
CCOC(=O)N1CCN(Cc2nc3cc(NC(=O)c4ccc([N+](=O)[O-])cc4)ccc3n2C(C)C)CC1	-7%	-3	-1.5	-2	-7%	x	7%	6%	-0.1
CCN(CC)C(=O)Cn1cc(S(=O)(=O)CC(=O)NCc2ccccc2)c2ccccc21	2%	-1	-0.5	-4	11%	-14	-20%	0%	0.2

Results (from the top)
SMILES	TrxR1 substrate	PI4K2A inh	D2 ag	TRHR enhancer	rTrxR1 inhibitor	D2 antag	USP1 inh	mIDH1 inhibitor	TRHR ag
O=C(Cn1nnc(-c2ccccc2)n1)N/N=C/c1ccc(-c2ccc(Cl)cc2)o1	41%	0	1.2	-11	8%[57.1 µM]	3	-18%	-6%	0.9
CCOC(=O)N1CCN(Cc2nc3cc(NC(=O)c4ccc([N+](=O)[O-])cc4)ccc3n2C(C)C)CC1	-7%	-3	-1.5	-2	-7%	x	7%	6%	-0.1
CCN(CC)C(=O)Cn1cc(S(=O)(=O)CC(=O)NCc2ccccc2)c2ccccc21	2%	-1	-0.5	-4	11%	-14	-20%	0%	0.2
CC(C)CCNC(=O)c1cc2c(=O)n3ccccc3nc2s1	106%[activator]	5	-0.4	-2	45µM*	-2	-10%	-7%	-0.2
CC(=O)OCc1c(C(F)(F)F)nn(C)c1Oc1ccccc1	0%	-1	-0.9	6	8%	-16	-6%	8%	0.6
COc1cc(C2NC(=O)NC(C)=C2C(=O)OC2CCC(C)CC2)ccc1O (stereo not given)	0%	-6	0.2	-9	11%	-4	-21%	-3%	0.0
CCCOc1ccc(C(=O)NCC(c2ccc(OC)cc2)N2CCCCC2)cc1 (stereo not given)	3%	2	x	2	24%	x	-25%	-1%	-1.0
Cc1cccc(C)c1NC(=O)C(=O)NCC(c1cccnc1)N1CCc2ccccc21 (stereo not given)	-3%	1	-0.2	-5	7%	x	-17%	-7%	-0.2
Cc1ccc(CNc2nc(-c3cccnc3)nc3ccccc23)cc1	3%	-2	-1.6	6	16%	12	u	-1%	-1.4
Fc1ccc(-n2nnnc2-c2cnc(-c3cccs3)nc2C(F)(F)F)cc1	11%	-2	0.6	-2	9%	-24	-20%	5%	1.5
COc1cc(C(c2nnnn2C2CCCC2)N2CCN(C(=O)c3ccco3)CC2)cc(OC)c1OC (stereo not given)	-9%[57.1 µM]	-4	-0.4	-5	7%[57.1 µM]	8	-8%	-5%	0.8
O=[N+]([O-])c1ccc(NC2CCCC2)cc1	-7%	0	0.4	2	5%	-27	-20%	0%	-0.1

Three compounds already listed, arranged by their value in D2 antag, largest number first.
Molecule	D2 antag
COc1cc(C(c2nnnn2C2CCCC2)N2CCN(C(=O)c3ccco3)CC2)cc(OC)c1OC (stereo not given)	8
CC(C)CCNC(=O)c1cc2c(=O)n3ccccc3nc2s1	-2
Fc1ccc(-n2nnnc2-c2cnc(-c3cccs3)nc2C(F)(F)F)cc1	-24

The list continues:
SMILES	TrxR1 substrate	PI4K2A inh	D2 ag	TRHR enhancer	rTrxR1 inhibitor	D2 antag	USP1 inh	mIDH1 inhibitor	TRHR ag
Cc1cc(C)cc(NC(=S)N(CCN(C)C)Cc2cccs2)c1	6%[57.1 µM]	-5	-0.8	0	12%[57.1 µM]	0	5%	7%	-1.6
COCCN1C(=O)c2oc3ccccc3c(=O)c2C1c1ccc(C(=O)OC)cc1 (stereo not given)	8%[57.1 µM]	-2	1.1	-3	17%[57.1 µM]	-11	-10%	-7%	0.3
CCCN(CCC)C1Sc2ccc(C(=O)OC)cc2NC1=O (stereo not given)	6%	-4	0.7	5	20%	20	-20%	6%	1.3
CCC(NC(=O)c1cc(COc2ccc(C)nc2)on1)c1ccc(C)cc1 (stereo not given)	-13%	1	0.4	-7	-17%	-12	3%	2%	-0.2
CCC(CO)Oc1cc(NCc2ccccc2)c2ncn(C(C)C)c2c1 (stereo not given)	-7%[57.1 µM]	-15	x	x	-52%	x	u	-6%	x
O=C(NCc1cccs1)c1ccc(CSc2nc3cccnc3n2Cc2ccccc2)cc1	8%	-2	0.7	3	7%	x	-14%	-3%	0.1
COc1ccc(C2=C(Nc3ccc(Br)c(C)c3)c3ccccc3C2=O)cc1	-11%	-2	-0.4	11	-8%	x	u	9%	-0.8
CCOC(=O)C1CCN(S(=O)(=O)Cc2ccccc2)C1=O (stereo not given)	-5%	-3	-1.5	0	9%	8	-2%	5%	0.4
C/C(=N\NC(=O)c1nnn(-c2nonc2N)c1C)c1ccc(OCc2ccccc2)cc1	-3%	-5	-0.7	3	24%	-15	-7%	-3%	-0.5
N#CCCN(C(=O)COC(=O)c1ccc(S(=O)(=O)N2CCCC2)cc1)c1cccc(Cl)c1	-2%	-6	x	-4	12%	x	-20%	3%	1.4
O=C1COc2ccc(C(=O)COC(=O)c3ccccc3Cl)cc2N1	13%[57.1 µM]	1	x	x	13%[11.4 µM]	x	5%	1%	x
Cc1cc(=O)oc2cc(OCC(=O)N3CCN(c4ccc(F)cc4)CC3)c(Cl)cc12	-2%	9	x	0	15%	x	-6%	-5%	-0.1
COc1ccc(Nc2ncnc3onc(C)c23)cc1Cl	-3%	3	-0.4	22	15%	x	-11%	-12%	1.3
CCOC(=O)c1ccc(Oc2ccc(C(F)(F)F)cn2)cc1	-5%	0	0.2	-1	20%	-12	-21%	8%	-0.2
C[C@@H](C(=O)OCC(=O)NCCc1ccc(S(N)(=O)=O)cc1)N1C(=O)C2CCCCC2C1=O (stereo not given in full)	7%	6	2.1	1	10%	-20	-10%	0%	0.5
CCOCCCNC(=O)c1cc(C)nn1-c1ccccc1	2%	5	1.1	1	14%	36*	-26%	2%	0.0
O=C(Nc1ccc(F)cc1)[C@H](CSCc1ccccc1)N1Cc2ccccc2C1=O	-4%	-10	1.6	-5	14%	x	-16%	-5%	0.9
COC(=O)N/N=C/c1ccc(Oc2ccccc2)cc1	6%[57.1 µM]	-6	-1.0	5	19%[57.1 µM]	-1	-18%	0%	-1.5
N#Cc1c(-c2ccccc2)ccnc1Oc1ccccc1	8%[57.1 µM]	-10	0.4	-13	11%[57.1 µM]	-10	-18%	0%	0.2
Cc1ccc(C2CC(=O)Nc3c2c(C)nn3-c2nc(C)cc(C)n2)c(C)c1 (stereo not given)	2%	-4	3.9	-1	20%	x	-10%	0%	0.3
COc1ccc(CCN2C(=NC(=O)C(C)C)SC3CS(=O)(=O)CC32)cc1OC (stereo not given)	5%[57.1 µM]	-5	-0.4	-7	4%[57.1 µM]	8	10%	-2%	0.2
CC(=O)c1c(C)n([O-])c2cc(F)c(F)cc2[n+]1=O	-3%	0	1.3	2	u	-15	-23%	9%	0.1
Cc1cc(C)cc(C(=O)n2nc(C)c(S(=O)(=O)N3CCCCCC3)c2C)c1	-2%[57.1 µM]	1	-1.5	7	-1%[57.1 µM]	x	-4%	-9%	-0.1
CCCn1c(Oc2ccccc2)nc2c1c(=O)n(C)c(=O)n2C	-6%	-2	0.1	8	1%	10	7%	4%	-0.5
CN(C)C(=O)c1ccc(NC(=O)c2cccc(S(=O)(=O)N3CCCc4ccccc43)c2)cc1	8%	-4	x	7	23%	x	-23%	0%	0.1
COc1ccc(CN(CCN2CCOCC2)C(=O)c2c(F)cccc2F)cc1OC	9%	-7	0.4	0	6%	19	-6%	6%	0.2
CS(=O)(=O)c1ccc2nc(NC(=O)CCN3C(=O)c4ccccc4C3=O)sc2c1	5%	-2	0.3	-1	20%	0	-14%	17%	1.2
CCOC(=O)CSc1nc(-c2ccccc2)ns1	-11%[57.1 µM]	5	1.8	-2	-18%[57.1 µM]	-7	-4%	8%	0.0
C=CCc1cc(/C=C2/NC(=O)NC2=O)cc(OCC)c1O	1%[57.1 µM]	-2	-0.5	2	7%[57.1 µM]	6	-23%	4%	1.2
CCOc1cc(/C=N\Nc2nc(-c3ccc(C)cc3)c(NC(C)=O)s2)ccc1O	2%	-1	-0.5	-3	12%	-1	-24%	3%	-0.5
O=C(NCc1ccc(Cl)cc1)C(=O)NCC(c1cccnc1)N1CCN(c2ccc(F)cc2)CC1 (stereo not given)	-7%[57.1 µM]	1	0.7	-2	20%[57.1 µM]	8	-9%	8%	-0.7
COc1cc2c(cc1OC)CN(S(=O)(=O)c1ccc(Cl)nc1)CC2	-4%	0	-1.3	8	0%	5	-19%	9%	0.3
CC1CCCC(C)N1CCNC(=O)CCc1nnc2n(Cc3ccccc3)c(=O)c3ccccc3n12 (stereo not given)	2%[57.1 µM]	-1	-0.2	-1	9%[57.1 µM]	1	-19%	11%	0.8
Cc1cccc(NC(=O)c2ccc(C(=O)c3ccccc3)cc2)n1	-7%	-9	0.7	-9	0%	-2	u	3%	-0.3
COc1ccc2nc(N(CCN(C)C)C(=O)c3ccc4ccccc4c3)sc2c1	7%	-4	0.0	-3	25%	3	-16%	3%	-0.3
COC(=O)c1ccccc1NC(=O)c1noc2c1CCCC2	9%	0	0.0	-1	23%	14	0%	3%	0.1
CCCCC(=O)NC1(C(F)(F)F)C(=O)Nc2c1c(=O)[nH]c(=O)n2-c1ccc(C)c(C)c1 (stereo not given)	-1%	-7	0.5	-1	15%	x	-18%	-29%	-0.1
CC(Sc1nc(N)cc(=O)[nH]1)C(=O)NNC(=O)c1cccc(Cl)c1 (stereo not given)	-1%	9	0.8	18	-1%	-14	-11%	12%	-0.2
CCCCn1c(N)c(N(CC(C)C)C(=O)CN(C)S(=O)(=O)c2ccc(NC(C)=O)cc2)c(=O)[nH]c1=O	-8%	-1	0.2	2	-8%	1	u	2%	0.1
CC1(O)CC2CC1C(C(=O)O)C2C(=O)O (stereo not given)	11%[11.4 µM]	-1	x	x	8%[11.4 µM]	x	-13%	1%	x
CN1CCN(C(=O)c2ccc(-c3ccccc3)cc2)CC1	8%[57.1 µM]	-1	0.8	-3	19%[57.1 µM]	9	-10%	2%	0.4
